TLR4 MyD88 comp: blocks binding of human TLR4 to MyD88 | HeLa CL3-4 TLR4/MyD88 BLA complementation, FRET ratio | 200,000 tested, 0.18% active | inhibition, % at 8.4 µM; in the data active means inhibition above about 25%;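 further: 0% = vehicle and 100% = reference inhibitor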
Target sequence (O00206 whole entry, looked up): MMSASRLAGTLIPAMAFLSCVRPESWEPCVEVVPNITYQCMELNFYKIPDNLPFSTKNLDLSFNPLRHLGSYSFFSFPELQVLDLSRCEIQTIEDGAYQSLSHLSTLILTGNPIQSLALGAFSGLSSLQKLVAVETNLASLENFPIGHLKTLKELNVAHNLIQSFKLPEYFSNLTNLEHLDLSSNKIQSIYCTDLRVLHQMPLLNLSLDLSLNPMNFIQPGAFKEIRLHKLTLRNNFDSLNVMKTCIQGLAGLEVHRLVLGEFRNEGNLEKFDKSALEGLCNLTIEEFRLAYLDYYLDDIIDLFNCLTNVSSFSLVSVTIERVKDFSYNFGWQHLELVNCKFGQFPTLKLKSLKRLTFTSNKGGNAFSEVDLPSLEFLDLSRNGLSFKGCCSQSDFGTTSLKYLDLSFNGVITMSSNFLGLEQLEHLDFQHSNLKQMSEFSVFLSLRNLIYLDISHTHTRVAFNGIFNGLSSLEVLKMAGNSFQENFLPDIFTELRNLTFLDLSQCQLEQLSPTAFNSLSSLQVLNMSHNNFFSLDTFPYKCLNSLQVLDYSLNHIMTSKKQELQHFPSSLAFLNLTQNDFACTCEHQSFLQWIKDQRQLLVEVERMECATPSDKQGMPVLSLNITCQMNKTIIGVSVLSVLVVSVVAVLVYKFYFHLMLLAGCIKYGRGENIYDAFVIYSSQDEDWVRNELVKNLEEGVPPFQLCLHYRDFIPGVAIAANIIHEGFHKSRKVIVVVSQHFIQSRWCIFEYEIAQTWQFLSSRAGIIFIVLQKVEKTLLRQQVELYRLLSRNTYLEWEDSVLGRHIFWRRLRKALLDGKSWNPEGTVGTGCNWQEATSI
Target sequence (Q99836 whole entry, looked up): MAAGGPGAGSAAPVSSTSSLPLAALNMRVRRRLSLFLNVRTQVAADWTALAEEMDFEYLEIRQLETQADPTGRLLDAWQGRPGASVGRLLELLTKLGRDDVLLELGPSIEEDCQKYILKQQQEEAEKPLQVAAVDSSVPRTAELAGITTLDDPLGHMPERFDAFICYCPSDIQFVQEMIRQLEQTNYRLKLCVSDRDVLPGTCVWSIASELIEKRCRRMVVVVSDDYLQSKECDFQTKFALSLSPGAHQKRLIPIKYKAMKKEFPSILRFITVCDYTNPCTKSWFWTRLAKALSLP
STAT3 blocker: inhibitors of IL-6 induced STAT3 signaling | 190,000 tested, 0.89% active | U3A cells, IL-6 STAT3-luciferase reporter, luminescence; host cell line lacks STAT1 | inhibition, % at 5.5 µM;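 active means inhibition above the mean inhibition across all screened compounds plus 3 SD, cut at about 44% in these data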;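 further: 0% = DMSO only wells and 100% = 100 µM nifuroxazide control wells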
Diaph act CS: diaphorase activation or chemical reduction counter-screen; Diaphorase/resazurin coupled assay, resorufin fluorescence, 16 min; active compounds read high; 1 = vehicle wells, 0 = NADH-free wells; activation factor at 20 µM; 190,000 tested, 0.005% active; AID 1229;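 active means diaphorase activity raised at least twofold by the compound at 20 µM; inactive means activation factor below 2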
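Material: purified diaphorase enzyme from Clostridium kluyveri; Also added: 0.114 mM NADH and 0.1 mM resazurin, final amounts; Doses: single compound dose of 20 µM, 1% DMSO final; Times: 16 min enzyme reaction, ambient temperature; Detection: resorufin fluorescence, excitation 544 nm, emission 590 nm; Measure: increased resorufin signal from activators or reducing compounds.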
APP 5UTR inh: APP translation inhibition | inhibition, % at 2 µM | 190,000 tested, 0.82% active | SH-SY5Y APP 5'UTR-luciferase reporter, luminescence;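 active means inhibition above a set limit, derived from the sample mean plus 3 SD, cut at about 45% in these data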; further: values of inactives mirror those of a sister screen read the other way
STAT1 act: increases IFN-gamma driven STAT1 reporter signal; NIH 3T3 STAT1-luciferase reporter, luminescence; 100% = IFN-gamma alone, no compound; activation (% of control), % at 5.5 µM; 200,000 tested, 2.6% active; AID 932;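 active means activation above the screen-wide mean activation plus 3 SD, cut at about 130% in these data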;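 further: raw ratio to IFN-gamma control signal so 100% means no change and 0% no light; values of inactives mirror those of a sister screen read the other way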
Diaphorase inh: counter-screen for diaphorase-based assays: diaphorase inhibitors and chemical oxidizers | diaphorase resazurin-to-resorufin fluorescence, NADH, 16 min; bacterial (C. kluyveri) enzyme, not human | inhibition, % at 20 µM | 190,000 tested, 0.69% active | AID 1217;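 active means primary screen inhibition at 20 µM above a set limit, cut at about 50% in these data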;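 further: plate controls were DMSO with full reaction for no effect and wells lacking NADH for full effect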
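System: Diaphorase enzyme from Clostridium kluyveri | Amount: Enzyme working solution with 0.14 U/mL diaphorase | Benchmarks: No-NADH positive control and DMSO neutral control | Signal: Fluorescence of resorufin formed from resazurin, Ex 544/Em 590 nm | Schedule: 16-min room-temperature incubation before reading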
STAT1 blocker: STAT1 signaling inhibition | NIH 3T3 STAT1-luciferase reporter, IFN-gamma, luminescence | AID 920 | inhibition, % at 5.5 µM | 200,000 tested, 0.35% active;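 active means inhibition above a set limit, the mean inhibition across all tested compounds plus 3 SD, cut at about 34% in these data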;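 further: 0% = IFN-gamma with DMSO and 100% = IFN-gamma with 300 µM nifuroxazide; values of inactives mirror those of a sister screen read the other way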
G6PDH counter: counter-screen for G6PDH assay hits: L. mesenteroides G6PDH inhibition; Purified L. mesenteroides G6PDH, diaphorase/resazurin coupled fluorescence, 45 min; inhibition, % at 5 µM; 200,000 tested, 0.12% active; AID 1020; in the data active means inhibition above about 50%
Hsp70 act: transcriptional activators of Hsp70; 200,000 tested, 0.04% active; HeLa Hsp70 promoter luciferase reporter, luminescence; scaled: vehicle 0, proteasome-inhibitor control 100%; AID 1203; activation, % at 10 µM;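 active means activation above the mean across all tested compounds plus 3 SD, cutoff set per campaign, cut at about 5.5% in these data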;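 further: 100% = MG132 at 30 µM as the positive control and 0% = DMSO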
STAT3 activator: STAT3 signaling activation. U3A cells, IL-6 STAT3-luciferase reporter, luminescence; 100% = signal with IL-6 EC80 alone. activation (% of control), % at 5.6 µM. 190,000 tested, 0.91% active. AID 871;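 active means activation above the screen-wide mean of compound activation plus 3 SD, cut at about 130% in these data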;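 further: 0% = background luminescence of wells with medium and substrate only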
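Material: STAT1-lacking human U3A cells, STAT3 luciferase reporter | Benchmarks: IL-6-only wells as 100% reference | Probe or stimulus: IL-6 (33 ng/mL) | Timing: Compound 1 h, then IL-6 6 h at 37 °C | Detection: Luminescence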
* = called active by the depositor; · = no result given.

SMILES | TLR4 MyD88 comp | STAT3 blocker | Diaph act CS | APP 5UTR inh | STAT1 act | Diaphorase inh | STAT1 blocker | G6PDH counter | Hsp70 act | STAT3 activator
COc1ccc(CCNC(=O)Cc2cc(OC)c(OC)cc2Br)cc1OC | 2 | 0 | 1 | -9 | 108 | 0 | -9 | 8 | 0.2 | 101
Cc1ccc(Nc2nc3c(s2)CCC3)c(C)c1 | 6 | 5 | 0.9 | -15 | 122 | 12 | -24 | -2 | -0.2 | 99
CN(C(=O)CSc1nc(-c2ccc(F)cc2)cs1)C1CCS(=O)(=O)C1 (configuration not stated) | 5 | 14 | 0.8 | -7 | 100 | 17 | 0 | -1 | -0.2 | 93
CCOc1ccc(-c2nnn(CCC(=O)O)n2)cc1OC | -3 | 18 | 0.9 | -1 | 120 | 10 | -21 | -11 | -0.5 | 84
COC(=O)CSc1nc(N)nc(C)c1Cl | 3 | 3 | 1.1 | -8 | 95 | -8 | 5 | 4 | -0.1 | 103
COc1ccc(C(=O)NNC(=O)CSc2nnc(COc3ccccc3)n2C)cc1 | 6 | 10 | 1 | 12 | 101 | 3 | -1 | -5 | -0.2 | 94
CCCn1c(SCC(=O)Nc2ccccc2N2CCOCC2)nc2c1c(=O)n(C)c(=O)n2C | -4 | -5 | 1 | 7 | 100 | 3 | 0 | 14 | 0.9 | 107
CCCC(=O)Nc1c2c(nn1-c1ccc(OC)cc1)CS(=O)(=O)C2 | -4 | 2 | 0.9 | 7 | 108 | 5 | -9 | 2 | -0.3 | 101
Cc1ccc(C(=O)NC(=S)NCc2cccnc2)c(C)c1 | 3 | 23 | 1 | -4 | 97 | -4 | 3 | 4 | 0.1 | 89
Cc1ccc(-c2nnc3ccc(SCC(=O)Nc4cc(C)on4)nn23)cc1 | -2 | 4 | 0.9 | 8 | 94 | 15 | 7 | -8 | 0.0 | 99
Cc1cc(Cl)ccc1OCCCC(=O)N1CCN(C(=O)c2ccco2)CC1 | -1 | 8 | 0.8 | 0 | 104 | 17 | -4 | -2 | 0.0 | 102
O=C(OCC(=O)c1ccc(Cl)s1)c1ccccn1 | 3 | 6 | 1.1 | 8 | 101 | -6 | -1 | -6 | 0.0 | 97
O=C(CCCn1c(SCC(=O)NCC2CCCO2)nc2ccccc2c1=O)NCc1ccccc1 (configuration not stated) | 2 | 3 | 1 | 10 | 98 | 2 | 2 | 9 | -0.2 | 101
O=C(COC(=O)c1ccc([N+](=O)[O-])o1)Nc1cccc2ccccc12 | 4 | -2 | 1 | 13 | 94 | -4 | 6 | 3 | -0.1 | 105
CCCC(=O)Nc1nnc(-c2cccc(OCC)c2)s1 | 12 | 12 | 0.9 | -20 | 117 | 14 | -19 | -3 | -0.5 | 98
Cc1ccccc1OCC(=O)OCC(=O)NCc1cccs1 | -12 | 6 | 1 | -22 | 101 | 3 | -2 | 3 | -0.2 | 96
Cn1c(N2CCCCC2)nc2c1c(=O)n(Cc1cccc(Br)c1)c(=O)n2C | -5 | 3 | 0.8 | -9 | 105 | 18 | -6 | -2 | 0.2 | 98
N#Cc1c(-c2ccccc2)ccnc1N1CCOCC1 | 11 | 2 | 1 | -5 | 115 | 1 | -19 | 7 | 0.1 | 104
COc1ccc(OC)c(NC(=O)CCNC(=O)Cn2cnc3ccccc3c2=O)c1 | 13 | 6 | 0.9 | 1 | 109 | 7 | -12 | 8 | -0.1 | 98
O=C1[C@@H]2[C@H](C(=O)N1Cc1ccco1)[C@H]1C=C[C@@H]2C1 | 5 | 1 | 0.8 | -6 | 103 | 17 | -3 | 0 | -0.1 | 102
Cc1ccc(S(=O)(=O)Nc2ccc(NC(=O)CN3CCCCC3)cc2)cc1 | 7 | 3 | 0.9 | -1 | 100 | 9 | 4 | -2 | 0.1 | 101
O=C(NCCc1ccccc1)c1cnc2sccn2c1=O | -2 | 1 | 0.9 | -74 | 136* | 10 | -37 | -1 | 0.1 | 99
CCc1ccc(CNCc2ccc(F)cc2)cc1 | -11 | 3 | 0.9 | -10 | 97 | 9 | 3 | 2 | -0.6 | 101
Cc1nn(C)cc1/C=N\NC(=O)c1ccc2c(c1)c(C)c(C)n2Cc1ccccc1 | -2 | 27 | 0.8 | 37 | 97 | 20 | 3 | 9 | -0.4 | 76
O=C(CSc1ccc(-c2ccncc2)nn1)N1CCN(c2ccccc2)CC1 | 4 | 16 | 1 | -13 | 101 | 5 | -1 | 5 | 0.2 | 95
CC1CCC(NS(=O)(=O)c2ccc3c(c2)n(C)c(=O)c(=O)n3C)CC1 (configuration not stated) | -5 | -3 | 1 | -2 | 100 | 2 | 0 | 4 | 0.3 | 105
CCc1nc(N)c(C#N)c(-c2ccccc2OC)c1C | 6 | 0 | 0.8 | 22 | 104 | 16 | -4 | 5 | 0.1 | 104
COC(=O)C1C(c2ccc(OC)cc2)Nc2nnc(C(F)(F)F)n2C1(C)O (configuration not stated) | 6 | -4 | 0.9 | -19 | 95 | 11 | 6 | 10 | -0.1 | 104
CC1CC(C)CN(c2cc3c(cc2[N+](=O)[O-])C(=O)N(c2ccccc2)C3=O)C1 (configuration not stated) | 0 | -2 | 0.9 | -10 | 106 | 7 | -7 | 4 | -0.2 | 101
O=C(Nc1nc2ccccc2n1CCN1CCCCC1)C1CCCCC1 | -9 | 7 | 1 | -5 | 93 | 4 | 7 | 4 | 0.0 | 98
CC(C)(C)c1ccc(-c2ncccc2O)cc1 | -5 | 6 | 0.7 | -24 | 100 | 25 | 0 | 12 | -0.1 | 97
CCOC(=O)CCc1c(C)n(CC)c2cc(-c3ccccc3OC)nn2c1=O | -6 | 10 | 0.9 | 10 | 106 | 7 | -6 | -3 | 0.1 | 96
CCCCCCC(C)n1[nH]c(=O)c2c(C)cc(=O)[nH]c21 (configuration not stated) | -5 | 5 | 1 | 8 | 101 | -1 | -1 | -8 | -0.2 | 95
COc1cc2nc(C3CCC3)n(NC(=O)c3ccco3)c(=O)c2cc1OC | -5 | -6 | · | 1 | 90 | · | 9 | 16 | 0.2 | 107
CC(=O)c1ccc(NS(=O)(=O)Cc2ccc(Cl)cc2)cc1 | -4 | -4 | 0.8 | 34 | 102 | 16 | -2 | 9 | 0.0 | 105
Cc1nn(-c2ccccc2)c(Cl)c1C(=O)N(C)c1nc(-c2ccc(F)cc2)cs1 | -4 | 0 | 0.9 | 0 | 113 | 6 | -15 | -4 | -0.3 | 100
O=C(Oc1ccc(N(C(=O)c2ccncc2)S(=O)(=O)c2cccs2)cc1)c1ccncc1 | -9 | 5 | 0.7 | -11 | 97 | 28 | 2 | 12 | 0.2 | 99
Cc1ccc(S(=O)(=O)N2CCOCC2)cc1NC(=O)CSc1n[nH]c(N)n1 | -10 | -8 | 0.9 | 8 | 103 | 6 | -2 | 4 | -0.3 | 107
COC(=O)c1c(-n2c(C)cc(C=O)c2C)sc2c1CCCC2 | -8 | 8 | 0.9 | 1 | 98 | 10 | 2 | 4 | -0.5 | 99
COC(=O)c1cccc(N2C(=O)C3CC=CCC3C2=O)c1 (configuration not stated) | 6 | 4 | 1 | 8 | 93 | 2 | 2 | 1 | -0.3 | 100
CC1(C)CCCN(C(=O)N2c3ccccc3Sc3ccccc32)C1 | 10 | 2 | 0.9 | 1 | 99 | 13 | 1 | 5 | -0.1 | 101
CCOc1ccc(CCn2c(-c3ccco3)nc3ccccc3c2=O)cc1OCC | 10 | 0 | 0.9 | 6 | 111 | 13 | -12 | 5 | -0.1 | 104
N#Cc1cc(N)c(Nc2ccccc2)cc1C#N | -1 | 10 | 0.8 | -5 | 80 | 24 | 22 | 3 | -0.1 | 96
CCCCc1cc2c(s1)CCCC/C2=N/O | -4 | 9 | 0.9 | -2 | 102 | 14 | -3 | -1 | -0.1 | 99
CCOCCn1c(SC)nc2c1c(=O)[nH]c(=O)n2C | -9 | -3 | 1 | -6 | 99 | 5 | 1 | 1 | 0.2 | 105
CN1CCc2nc(SCc3ccc(C(C)(C)C)cc3)c(C#N)cc2C1 | -5 | -3 | 1 | -7 | 97 | 2 | 4 | 4 | -0.2 | 108
COc1ccc(NC(=O)C2C(=O)N(C)C3(C)CC2c2ccccc2O3)cc1 (configuration not stated) | 17 | 10 | 0.9 | -24 | 96 | 6 | 5 | 2 | -0.2 | 95
CCN1CCN(C(=S)Nc2ccc3nc4n(c(=O)c3c2)CCCCC4)CC1 | -3 | 15 | 0.9 | 9 | 104 | 8 | -8 | 3 | -0.3 | 90
COc1cccc(CN2CCCC(C(=O)N3CCCCC3)C2)c1OC (configuration not stated) | -2 | 5 | 1 | 13 | 102 | 0 | -3 | 2 | -0.1 | 97
COC(=O)c1[nH]c(=O)c2ccccc2c1OCc1ccccc1 | 18 | 6 | 0.7 | 0 | 99 | 26 | 2 | 4 | 0.1 | 99
